DT40 TDP1 CPT = DT40-hTDP1 cell growth loss with CPT | Potency, µM (doses to about 46.2 µM), without a hit: at the highest dose activity change, negative = growth inhibition, hits mostly inhibitors | AID 686979 | 12% of 420,000 active | chicken DT40 Tdp1-/-;hTDP1 cells + 20 nM CPT, ATP luminescence, 48 h; further: nearly all actives have a fitted effect of over 55% in size
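Chicken DT40 Tdp1-/- cells complemented with human TDP1, 400 cells/well, exposed to compounds plus 20 nM camptothecin for at least 48 h at 37 C; viability read as ATP content by CellTiter-Glo luminescence.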
N370S GC mod = inhibits or activates N370S mutant glucocerebrosidase; P04062; N370S GC spleen homogenate, 4MU-glucoside fluorescence; Potency, µM (doses to about 59.4 µM), for inactives: at the highest dose activity change, negative = inhibition, hits mostly inhibitors; 0.092% of 330,000 active;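 further: 0% = full enzyme activity and -100% = no enzyme basal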
FEN1 inhibitor = inhibitors of human flap endonuclease 1; 0.35% of 390,000 active; Potency, µM (series often up to 114 µM), without a hit: at the top dose activity change, negative = inhibition, most hits filed as inhibitors; Recombinant FEN1 flap cleavage, fluorescence, 15 min; AID 588795; P39748; further: nearly all actives have a fitted effect of over 65% in size
Target sequence (P39748 whole entry, looked up): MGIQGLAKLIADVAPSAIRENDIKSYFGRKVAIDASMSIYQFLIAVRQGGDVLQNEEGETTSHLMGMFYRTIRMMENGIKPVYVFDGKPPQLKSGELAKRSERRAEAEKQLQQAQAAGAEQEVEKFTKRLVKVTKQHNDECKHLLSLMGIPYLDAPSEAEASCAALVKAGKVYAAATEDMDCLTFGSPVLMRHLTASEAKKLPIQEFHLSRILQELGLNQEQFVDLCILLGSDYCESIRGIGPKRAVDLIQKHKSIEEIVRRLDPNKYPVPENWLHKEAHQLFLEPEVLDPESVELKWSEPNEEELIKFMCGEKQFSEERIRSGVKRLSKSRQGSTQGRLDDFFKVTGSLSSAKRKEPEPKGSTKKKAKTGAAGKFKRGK
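With each library titrated from low to high concentration, compounds met 10 nM FEN1 for 15 min at room temperature before 50 nM substrate was added; readings at 0 and 15 min fed four-parameter Hill curve fits.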
Numbers without * were called inactive; ? = inconclusive; . = not tested or not shown; & = joins results of further samples. The call rests on the fitted dose curve; in most records, active means well fitted curve in the direction sought with a large enough effect; inconclusive means small, poorly fitted or top-dose-only effect, or another doubt; inactive means no such curve, though single readings can be large; an effect the other way counts as inactive or inconclusive. Unless noted, on the % scale 0 is the no-effect control and ±100 the full control effect; potency means the concentration at half of the fitted maximal effect. An excerpt; count on the stated rates, not on these rows.

SMILES	DT40 TDP1 CPT	N370S GC mod	FEN1 inhibitor
CCOC(=O)C(=Cc1ccc(OCc2ccc([N+](=O)[O-])cc2)c(OC)c1)C(=O)OCC	13µM*	1%	-8%
CN(CCOC(=O)c1cccc(F)c1)Cc1ccccc1	-3%	-1%	-8%
COc1ccc(-c2cc3ccc(OCc4nn[nH]n4)cc3oc2=O)cc1	8%	?	-13%
O=C(c1ccccc1F)N1CCN(c2ccc([N+](=O)[O-])c(NCc3cccnc3)c2)CC1	?	-11%	-4%
Cc1cc(C)nc(NS(=O)(=O)c2ccc(N3C(=O)c4ccccc4C3=O)cc2)n1	1%	7%	-1%
C/C(=N\NC(=O)c1cccc(S(=O)(=O)N2CCCC2)c1)c1cccs1	?	-2%	0%
O=C(N1CCN(c2ccccc2F)CC1)C1(c2cccs2)CCOCC1	?	-10%	-4%
CCc1ccc(NC(=O)c2cc(=O)c3ccc(C)c(C)c3o2)cc1	4.1µM*	.	2%
O=C(COn1nnc2ccccc21)NCC1CCCCC1	-2%	4%	0%
CCC(CC)c1nnc(NC(=O)C2CSC3(C)CCC(=O)N23)s1 (stereo unspecified)	-3%	14%	-2%
CCOC(=O)c1ccc(-c2ccc(/C=N/NC(=O)c3cncc(Br)c3)o2)cc1	?	3%	10%
O=C(CSc1nccn1-c1cccc(Cl)c1)Nc1cccc(C(F)(F)F)c1	?	.	-25%
O=C(CN1C(=O)C2C3C=CC(C3)C2C1=O)Nc1ccc2nccnc2c1 (stereo unspecified)	-14%	0%	21%
CC(C)CCNc1nc2ccccc2nc1NS(=O)(=O)c1cccs1	-18%	10%	7%
O=C(OCC1OC(n2ncc(=O)[nH]c2=O)C(OC(=O)c2ccccc2)C1OC(=O)c1ccccc1)c1ccccc1 (stereo unspecified)	16µM*	2%	-19%
Cc1cc(N2C(=O)CCC2=O)n(-c2ccccc2)n1	7%	-2%	-3%
COC(=O)c1ccc(NC(=O)C2C3C=CC(O3)C2C(=O)O)cc1 (stereo unspecified)	4%	25%	-2%
Cc1ccccc1Cn1c(=O)n(CCCCC(=O)NCc2ccccc2Cl)c(=O)c2ccccc21	-11%	.	4%
CC[C@@]12C(=O)N(c3cccc(Br)c3)C(=O)N1[C@H](c1ccc(Cl)cc1)[C@@H]1C(=O)N(C3CCCCC3)C(=O)[C@@H]12	?	-7%	-2%
Nc1nnc(SCC(=O)NCCNC(=O)CSc2nnc(N)s2)s1	10%	1%	14%
O=C(CS(=O)(=O)c1cccc2nsnc12)N1CCN(c2ccccc2F)CC1	-17%	.	-6%
CC(=O)Nc1ccccc1-c1nc2ccccc2n(C(C)C(=O)c2ccc(C)c(C)c2)c1=O (stereo unspecified)	?	.	15%
C=CCOC(=O)C1=C[C@H](c2csc3ccccc23)C[C@H](OCCCCO)O1	-11%	.	6%
Cc1cc(NC(=O)c2ccccc2)n(-c2ccccc2)n1	?	1%	19%
Nc1nc(NC(=O)c2cccs2)nn1-c1ccccc1	-5%	27%	0%
COc1ccc2c(c1)[C@H]1[C@H](CO2)[C@H](c2ccccc2)[C@]2(C)C(=O)Nc3ccc(Br)cc3C(=O)N12	16µM*	.	3%
CCOc1ccc(OCCCC(=O)ON=C(N)c2ccccc2Cl)cc1	-28%	.	-21%
CN(C)S(=O)(=O)N1CCN(S(=O)(=O)c2ccccc2)CC1	3%	7%	4%
Cc1[nH]c2ccc(C(=O)NCCN3CCCCCC3)cc2c1C	6%	-14%	-18%
Nc1ccn([C@@H]2O[C@H](COS(=O)(=O)O)[C@@H](O)[C@H]2O)c(=O)n1	9.2µM*	.	10%
O=C(Nc1c2c(nn1-c1ccc([N+](=O)[O-])cc1)CS(=O)(=O)C2)c1ccccc1F	-18%	-17%	13%
CCOc1cc(/C=N/NC(=O)CCCC(=O)NC2CCCCC2)ccc1O	10%	-5%	-2%
Cc1ccc(S(=O)(=O)N2CCN=C2SCc2ccccc2)cc1	-13%	25%	-2%
CC/C(=N\NC(=O)c1nnn(-c2nonc2N)c1-c1cccs1)c1ccccc1	-22%	-10%	0%
COc1ccc(C(=O)N/N=C/c2ccccc2C(=O)O)cc1OC	-5%	-1%	-1%
Cc1ccc(NC2SC(=O)N(Cc3cccc(C(=O)O)c3)C2=O)c(C)c1 (stereo unspecified)	-7%	-3%	-5%
COc1cccc(Nc2ncc3nc(C)c(=O)n(-c4ccccc4)c3n2)c1	?	-2%	.
CCCCN(C(=O)c1cccc(S(=O)(=O)N2CCN(C)CC2)c1)c1c(N)n(CC(C)C)c(=O)[nH]c1=O	-16%	-17%	13%
CN(C)S(=O)(=O)Nc1cccc(NC(=O)CC23CC4CC(CC(C4)C2)C3)c1	-26%	3%	7%
O=C(NCc1ccco1)c1ccc2c(=O)n(-c3ccccc3)c(=S)[nH]c2c1	-24%	2%	-2%

Retrieved by compound from the entries so far (seven):
SMILES	DT40 TDP1 CPT	N370S GC mod	FEN1 inhibitor
O=C(Nc1c2c(nn1-c1ccc([N+](=O)[O-])cc1)CS(=O)(=O)C2)c1ccccc1F	-18%	-17%	13%
O=C(OCC1OC(n2ncc(=O)[nH]c2=O)C(OC(=O)c2ccccc2)C1OC(=O)c1ccccc1)c1ccccc1 (stereo unspecified)	16µM*	2%	-19%
Cc1ccc(S(=O)(=O)N2CCN=C2SCc2ccccc2)cc1	-13%	25%	-2%
O=C(CN1C(=O)C2C3C=CC(C3)C2C1=O)Nc1ccc2nccnc2c1 (stereo unspecified)	-14%	0%	21%
O=C(NCc1ccco1)c1ccc2c(=O)n(-c3ccccc3)c(=S)[nH]c2c1	-24%	2%	-2%
CC[C@@]12C(=O)N(c3cccc(Br)c3)C(=O)N1[C@H](c1ccc(Cl)cc1)[C@@H]1C(=O)N(C3CCCCC3)C(=O)[C@@H]12	?	-7%	-2%
O=C(CS(=O)(=O)c1cccc2nsnc12)N1CCN(c2ccccc2F)CC1	-17%	.	-6%

More structures
SMILES	DT40 TDP1 CPT	N370S GC mod	FEN1 inhibitor
Cc1cc(C(=O)NCc2cc(F)cc3c2OCOC3)nn1C	1%	-12%	-3%
CC(C)c1ccccc1OCCCCCNCCO	?	-2%	-16%
Cc1ccc(CC(=O)NCC(C)C)cc1	-6%	4%	-3%
O=C(NCCCn1ccnc1)/C(=C/c1cccnc1)NC(=O)c1ccco1	9%	2%	-3%
CCc1ccccc1OCc1nnc(N)s1	-25%	-3%	9%
O=C(Nc1cccc(-c2nn[nH]n2)c1)c1ccc(Cl)s1	2%	-9%	9%
COCCNC(=O)CN(C(=O)Cn1nnc2ccccc21)c1ccc(C)c(F)c1	-2%	6%	31%
CCC1(C(=O)OC)NC(c2cccc(F)c2)C2C(=O)N(C)C(=O)C21 (stereo unspecified)	6%	.	5%
CCCn1nnc(NC(=O)c2sc3ccccc3c2Cl)n1	-2%	22%	-5%
CCOC(=O)c1sc(NC(=O)c2nc3nc(C)cc(C(F)F)n3n2)c(C(=O)OC(C)C)c1C	0%	.	5%
CCOC(=O)c1c(C)oc2c1c(C=NC1CCS(=O)(=O)C1)c(O)c1ccccc12 (stereo unspecified)	23µM*	0%	0%
Cc1ccc(C(=O)Nc2ccc(N3CCOCC3)c3nonc23)cc1[N+](=O)[O-]	?	-4%	-17%
CC(C)n1c(SCC(=O)Nc2ccc(F)cc2)nc2c(oc3ccccc32)c1=O	?	.	5%
O=C(C1CCN(c2ccc(N3CCOCC3)nn2)CC1)N1CCN(c2ccc(F)cc2)CC1	?	6%	-15%
Nc1cc(=O)nc(SCC(=O)Nc2ccc(F)cc2)n1-c1ccccc1Cl	-23%	.	8%
COc1ccc(NS(=O)(=O)c2ccc(N3CCOCC3)c(NC(=O)c3ccccc3Cl)c2)cc1	-15%	4%	-15%
C/C(=N\Nc1cccc2cccnc12)c1ccccc1O	-24%	3%	0%
CCn1c(SCC(=O)Nc2cccc(C)c2)nc2nc3c(cc2c1=O)COC(C)(C)C3	26µM*	-11%	1%
CCOC(=O)Cc1cc(=O)[nH]c(/N=C(\N)Nc2ccc(C)c(C)c2)n1	?	7%	-2%
CCCSc1nc2cc(C)c(C)cc2n1CC(C)O (stereo unspecified)	-3%	7%	-5%
CCNC(=S)Nc1sc2c(c1C#N)CCC(C)C2 (stereo unspecified)	10%	-4%	-1%
O=C(/C=C/c1ccc(O)cc1)c1c(O)cc(O)cc1O	0%&14%	?	3%
O=C(O)CCNC(=O)/C(=C/C=C/c1ccccc1)NC(=O)c1ccccc1	-3%	-3%	0%
Cc1cc2c(s1)c1cnn(-c3ccccc3)c(=O)c1n2C	.	1%	2%
Cc1ccc(S(=O)(=O)N2C(=O)CCC2C(=O)N2CCCCC2)cc1 (stereo unspecified)	7%	-9%	-9%
Cc1cc2nc(-c3ccc(NC(=O)c4ccccc4F)cc3)oc2cc1C	?	.	-10%
Cc1cccc(C(=O)NCc2nnc(SCC(=O)NC3CCCC3)n2C)c1	0%	-9%	4%
Cc1cc(N)n(-c2ccccn2)n1	2%	29%	10%
N#Cc1c(-c2cccc(Cl)c2)[nH]c(=S)[nH]c1=O	6%	-2%	5%
CC(=O)Oc1ccc2c(c1)O/C(=C\c1ccncc1)C2=O	?	-8%	-1%

Looked up above.
Cc1cccc(C(=O)NCc2nnc(SCC(=O)NC3CCCC3)n2C)c1 | FEN1 inhibitor = 4%
Cc1cc2c(s1)c1cnn(-c3ccccc3)c(=O)c1n2C | N370S GC mod = 1%

Record cards, as listed above.
Profile of C/C(=N\Nc1cccc2cccnc12)c1ccccc1O = DT40 TDP1 CPT = -24%; N370S GC mod = 3%; FEN1 inhibitor = 0%
Profile of CCOC(=O)c1sc(NC(=O)c2nc3nc(C)cc(C(F)F)n3n2)c(C(=O)OC(C)C)c1C = DT40 TDP1 CPT = 0%; N370S GC mod = .; FEN1 inhibitor = 5%
Profile of CN(C)S(=O)(=O)Nc1cccc(NC(=O)CC23CC4CC(CC(C4)C2)C3)c1 = DT40 TDP1 CPT = -26%; N370S GC mod = 3%; FEN1 inhibitor = 7%

Additional records:
SMILES	DT40 TDP1 CPT	N370S GC mod	FEN1 inhibitor
CS(=O)(=O)Oc1ccc(/C=C2\C(=N)N3N=C(CC(=O)N4CCOCC4)SC3=NC2=O)cc1Cl	0%	-2%	21%
Cc1cccc(N2CCN(C(=O)C3CCN(S(=O)(=O)N4CCOCC4)CC3)CC2C)c1 (stereo unspecified)	18µM*	7%	1%
O=C(OCN1C(=O)c2ccccc2C1=O)c1cccc(S(=O)(=O)N2CCOCC2)c1	2%	0%	-3%
Cc1cc(NC(=O)CSc2n[nH]c(-c3ccccc3Br)n2)no1	?	.	13%
CN(C)c1ccc(C(CNS(=O)(=O)c2ccc(Cl)cc2)N2CCOCC2)cc1 (stereo unspecified)	-17%	.	37%
Cc1cc(/C=C2\Sc3ccccc3N2C)cc(C)[n+]1CC1CCCO1 (stereo unspecified)	0.0082µM*	-17%	50µM*
CS(=O)(=O)/C(C#N)=C/c1cccn1S(=O)(=O)c1ccccc1	11%	2%	-1%
CC1CCC(C(C)C)C(OCC(O)CNC(C)C)C1 (stereo unspecified)	23µM*	-6%	-14%
O=C(COc1cccc2ccccc12)N/N=C/c1ccc(Sc2nc3ccccc3s2)o1	?	?	-14%
O=C(N/C(=C/c1ccc(F)cc1)C(=O)N1CCCC1)c1ccccc1	1%	1%	12%
COc1ccc(Cl)cc1Nc1cc(C)nc2nc(C)nn12	-25%	13%	4%
CCC1CCCCN1CCCNC(=O)c1sc2nc(C)cc(C)c2c1-n1cccc1 (stereo unspecified)	?	.	2%
COc1ccc(NC(=O)CC(C)NCCCN2CCCC2=O)cc1 (stereo unspecified)	2%	-8%	-3%
Cc1cccc(CN2C(=O)CSc3ccc(C(=O)NC4CC4)cc32)c1	0.73µM*	1%	10%
CCOC(=O)c1ccc(NC(=O)CN2C(=O)C(C)SC(C)C2=O)cc1 (stereo unspecified)	0%	-18%	18%
Cc1ccc(C(=O)NC(=S)NNC(=O)c2ccccc2[N+](=O)[O-])cc1	21µM*	-3%	-1%
CC(C)C(=O)N1CCN(c2nc(-c3ccccc3)c3c(c2C#N)CCCC3)CC1	?	9%	-14%
COCCNC(=O)CCc1c(C)nc2c(c(C)nn2-c2ccc(C)cc2)c1C	?	-13%	-2%&16%
O=C1C2C3C=CC(CC3)C2C(=O)N1/N=C/c1c[nH]c2ccccc12 (stereo unspecified)	-3%	-1%	-1%
CC1CCc2nc3ccc(S(=O)(=O)N4CCC(C(=O)O)CC4)cc3c(C(=O)O)c2C1 (stereo unspecified)	3%	1%	0%
O=C(CSc1nc(=O)n(Cc2ccco2)c2c1CCC2)Nc1cccc(F)c1	?	.	-13%
COc1ccc(S(=O)(=O)NCc2ccccc2Cl)cc1OC	-1%	3%	-1%
CCc1cc(-c2n[nH]c(=S)n2N)n(C)n1	-2%	3%	-1%

Screens as filed in PubChem.
